# Compound activity from PubChem BioAssay.
# FUS yeast rescue: FUS proteinopathy suppression in yeast; AID 1347120; Potency, µM (highest dose often 76.6 µM), inactives show at the highest dose growth rescue (activation), actives largely listed as activators; hit rate 0.24% among 390,000; S. cerevisiae FUS-expressing, growth rescue, OD600, 24 h;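 note: potency is the fitted concentration of half-maximal effect; plate controls were DMSO vehicle for no effect and reference control for full effect; nearly all actives have a fitted effect of over 55% in size; some results filed as inactive show a strong effect at the top dose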
#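 Quantitative HTS measuring growth restoration of FUS-toxic yeast. Galactose-induced cells (OD 0.005) were exposed 24hr at 30C to compounds at several concentrations, then absorbance at 600 nm was recorded.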
# TDP43 rescue: rescues yeast growth from TDP-43 toxicity; TDP-43 expressing yeast growth rescue, BacTiter-Glo, 24 h; Potency, µM (top dose mostly 46.1 µM), for the others: at the highest dose growth rescue (activation), usual class: activators; hit rate 1.8% among 410,000; AID 652104; note: potency is the fitted concentration of half-maximal effect; % of control where 0% means no effect; nearly all actives have a fitted effect of over 50% in size
#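 Growth rescue of TDP-43-toxic yeast measured as ATP luminescence (BacTiter-Glo). Cells grown to mid-log in raffinose, induced in galactose at OD600=0.02, exposed to compound 24 hr at 30 deg C.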
# EPAC2 antag: EPAC2 (human) antagonism; EPAC2 GEF exchange of Rap1B-BODIPY-GDP, fluorescence; Potency, µM (top dose mostly 114 µM), inactives show at the top dose activity, negative = inhibition, hits mostly inhibitors; hit rate 0.18% among 360,000; Q8WZA2; note: potency is the fitted concentration of half-maximal effect; % is set by controls: 0 for no effect and ±100 for the full control effect; nearly all actives have a fitted effect of over 45% in size; many of its hits are not listed in these tables
# Target sequence (Q8WZA2 whole entry, looked up): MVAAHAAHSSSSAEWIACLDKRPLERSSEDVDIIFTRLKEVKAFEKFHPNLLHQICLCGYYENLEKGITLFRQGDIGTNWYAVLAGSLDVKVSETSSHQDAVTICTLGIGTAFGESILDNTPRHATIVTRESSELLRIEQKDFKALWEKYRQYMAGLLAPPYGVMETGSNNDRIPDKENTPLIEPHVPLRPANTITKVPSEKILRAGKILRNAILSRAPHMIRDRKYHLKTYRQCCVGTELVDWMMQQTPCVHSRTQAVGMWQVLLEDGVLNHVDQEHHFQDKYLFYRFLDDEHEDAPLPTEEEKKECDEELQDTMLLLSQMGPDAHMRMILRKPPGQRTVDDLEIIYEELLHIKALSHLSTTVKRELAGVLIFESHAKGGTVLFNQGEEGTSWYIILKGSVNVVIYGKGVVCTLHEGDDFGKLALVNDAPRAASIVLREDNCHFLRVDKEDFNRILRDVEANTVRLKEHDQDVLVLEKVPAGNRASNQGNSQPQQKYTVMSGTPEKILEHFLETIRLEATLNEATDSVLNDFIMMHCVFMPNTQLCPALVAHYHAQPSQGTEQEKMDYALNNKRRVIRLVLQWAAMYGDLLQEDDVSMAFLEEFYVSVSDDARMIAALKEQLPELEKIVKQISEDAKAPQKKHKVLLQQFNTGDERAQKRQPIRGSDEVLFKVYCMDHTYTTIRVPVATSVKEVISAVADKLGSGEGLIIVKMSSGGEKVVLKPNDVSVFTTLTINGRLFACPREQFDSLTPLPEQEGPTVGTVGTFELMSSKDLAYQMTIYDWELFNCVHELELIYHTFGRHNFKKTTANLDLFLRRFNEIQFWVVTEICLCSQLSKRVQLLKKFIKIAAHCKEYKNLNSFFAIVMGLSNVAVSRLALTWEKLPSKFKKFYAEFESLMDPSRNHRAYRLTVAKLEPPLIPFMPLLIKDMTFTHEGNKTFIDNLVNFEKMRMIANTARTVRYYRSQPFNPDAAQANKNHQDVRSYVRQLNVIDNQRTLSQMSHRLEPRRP
# DRD3 antagonist: blocks the human D3 dopamine receptor. hit rate 2.5% among 360,000. D3R cells, DiscoveRx beta-arrestin luminescence, antagonist mode; hits give low values. P35462. max response, negative = inhibition, %. AID 652054; in the data active = max response below about -50%; inconclusive = no clear call, values can overlap the other calls; note: % is set by controls: 0 for no effect and ±100 for the full control effect; mostly tested at two doses, the higher about 12 µM
#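 Cells expressing the human receptor were seeded at 1500 cells/well, incubated overnight at 37 degrees C in 5% CO2, then exposed to library compounds with dopamine controls for 90 minutes at 37 degrees C before luminescent detection.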
# EPAC2 ag: activates human EPAC2 exchange factor; AID 720711; hit rate 0.079% among 360,000; Potency, µM (top dose mostly 154 µM), without a hit: top-dose activation, usual class: activators; EPAC2 activation, biochemical qHTS; response scale: 100% = 6.5 mM cAMP response; note: potency is the fitted concentration of half-maximal effect; nearly all actives have a fitted effect of over 50% in size
#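 Exchange assay: 100 nM EPAC2 with 250 nM Rap1B-BODIPY-GDP and 50 uM GDP. Fluorescence (ex 480/em 540 nm) read every 5 min for 30 min at room temperature. Data normalized to 6.5 mM cAMP as agonist control.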
# aSyn yeast inh: inhibitors of alpha-synuclein toxicity in yeast | Potency, µM (series often up to 46.1 µM), for inactives: at the highest dose growth rescue (activation), hits mostly activators | AID 652106 | Yeast expressing alpha-synuclein, growth rescue, BacTiter-Glo, 24 h | hit rate 0.14% among 370,000; note: potency is the fitted concentration of half-maximal effect; % of control where 0% means no effect; nearly all actives have a fitted effect of over 65% in size
#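 Screening used galactose-induced yeast with toxic alpha-synuclein levels, exposed to compound for 24 hr at 30 deg C. Cell growth, read with BacTiter-Glo luminescence, gave the measured signal.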
# D3 ag: agonists of human D3 dopamine receptor. P35462. D3R DiscoveRx beta-arrestin cells, luminescence, 90 min. max activation, %. hit rate 0.58% among 410,000. AID 652048; in the data active = max activation above about 30%; note: 0% is about no effect; mostly tested at two doses, the higher about 12 µM
#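 Agonist-mode cell screen: cells plated at 1500/well and incubated overnight at 37 °C, then exposed to library compounds for 90 min at 37 °C. Detection reagent was added for 30–60 min at room temperature, and luminescence was read.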
# Abeta rescue: compounds reversing amyloid beta toxicity in yeast; yeast expressing A-beta42, growth rescue, OD600, 48 h; response scale: 0% DMSO, 100% iron-clioquinol control; Potency, µM (titrated, usually from 46.1 µM), without a hit: at the top dose growth rescue, most hits filed as activators; hit rate 0.063% among 410,000; AID 1347071; note: potency is the fitted concentration of half-maximal effect; nearly all actives have a fitted effect of over 55% in size
#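 Growth rescue measured by 600 nm absorbance after 48 h yeast culture at 30 C with compound. Values normalized between DMSO and an equimolar ferric chloride plus clioquinol control.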
# * hit, by the source's call; ? = inconclusive; nt = no result given; [ ] = remark or other dose. Unless noted, calls come from the whole dose curve; as a rule, active = well fitted curve in the direction sought with a large enough effect; inconclusive = small, poorly fitted or top-dose-only effect, or another doubt; inactive = no such curve, though single readings can be large; an effect the other way counts as inactive or inconclusive. Not all compounds are listed (hit frequency here may not be typical).
# Fields: DRD3 antagonist	EPAC2 antag	D3 ag	aSyn yeast inh	TDP43 rescue	FUS yeast rescue	EPAC2 ag	Abeta rescue
CCOc1cc(C)c(C(C)C)cc1S(=O)(=O)NCc1ccccn1
→ 6	-6%	10	2%	5%	30%	13%	14%
CCOc1ccc(NC(=S)NC(=O)c2c(Cl)c(C)nn2C)c([N+](=O)[O-])c1
→ 10	4%	7	2%	2%	nt	3%	-9%
Nn1c(SCC(=O)Nc2ccc(S(N)(=O)=O)cc2)nnc1-c1ccco1
→ -10	4%	-8	5%	-15%	11%	-5%	-1%
CCCCCCCCOC(=O)/C=C/c1c(C)[nH]c(=O)[nH]c1=O
→ -3	1%	2	-1%	15%	nt	-13%	-13%
CC(/C=N/NC(=O)CCn1nnc2ccccc21)=C\c1ccccc1
→ -7	-4%	-9	17%	-15%	4%	9%	-7%
COc1ccccc1Cc1c(-c2ccc(OC)c(OC)c2)nc2ccc(Cl)cn12
→ 41	?	1	13%	0%	?	9%	-2%
CCOC(=O)C1(Cc2ccccc2C)CCCN(C(=O)c2ccc(OC)o2)C1 (stereo not given)
→ -10	-16%	-3	-7%	6%	32%	4%	-7%
COc1ccccc1-n1cnnc1SCC(=O)c1c[nH]c2ccccc12
→ -4	1%	2	1%	14%	32%	2%	-2%
O=C(c1ccco1)N1CCN(C2CN(C3CCCCC3)S(=O)(=O)C2)CC1 (stereo not given)
→ 0	19%	6	-10%	17%	-21%	1%	-2%
O=C(/C=C/c1cn(-c2ccccc2)nc1-c1ccc2c(c1)OCCO2)NCCCN1CCOCC1
→ 0	-2%	19	0%	-9%[0.397 µM]	30%	6%	8%
O=C(c1cccs1)N(Cc1cc2ccccc2[nH]c1=O)CC1CCCO1 (stereo not given)
→ 10	-2%	3	1%	-2%	3%	9%	19%
COc1ccc(-c2nc(C)c(CCNC(=O)c3cccc(C)c3)s2)cc1OC
→ nt	nt	8	-6%	22µM*	9%	nt	1%
COc1ccccc1NC(=O)COc1ccc(Br)cc1CO
→ 22	-2%	4	-14%	-1%	13%	4%	5%
N#C/C(=N\O)c1nc2ccccc2[nH]1
→ 0	-1%	0	0%	7%	nt	12%	-1%
O=C1CC(Cc2ccc(Br)cc2)C(=O)N1c1ccccc1 (stereo not given)
→ -3	-12%	3	-1%	5%	-4%	2%	16%
COc1cccc(OCC(=O)Nc2c3c(nn2-c2ccccc2)CS(=O)(=O)C3)c1
→ 26	12%	-11	-21%	-1%	nt	4%	-20%
COc1ccc(C(C)(O)c2nc(-c3ccccc3)cs2)cc1 (stereo not given)
→ 12	?	3	?	8.9µM*	-4%	17%	?
O=C(Oc1coc(CSc2nnc(NC(=O)C3CC3)s2)cc1=O)c1ccccc1
→ 9	13%	3	3%	13%	10%	-1%	6%
CC(=O)Nc1ccc(S(=O)(=O)N2CCN=C2SCc2cccc(C)c2)cc1
→ 17	-23%	2	4%	11%	28%	-4%	15%
CCN(c1cccc(C)c1)S(=O)(=O)c1ccc2c(c1)N(C(C)=O)CCS2
→ -4	-18%	-1	-1%	-7%	5%	9%	1%
COc1ccc(NC(=O)Nc2cccc(NC(C)=O)c2)c(OC)c1
→ 0	-7%	3	-1%	6%	3%	6%	1%
O=C(CCCNC(=O)/C(=C/c1ccc(F)cc1)NC(=O)c1ccccc1)OCc1ccccc1
→ -13	0%	2	12%	0%	21%	10%	-7%
COc1cc(OC)c(C2Nc3ccccc3NC3=C2C(=O)CC(C)(C)C3)cc1OC (stereo not given)
→ 4	-1%	3	2%	26%	-5%	-3%	-6%
O=C1N[C@@H](Cc2cnc[nH]2)C(=O)N2CCC[C@@H]12
→ 3	1%	12	-1%	8%	-4%	-1%	-29%
O=C(O)c1ccccc1C(=O)NNc1ccc(F)cc1
→ 2	4%	0	15%	?	11%	3%	2%
O=C(NCCC1CCCCN1S(=O)(=O)c1cccs1)C(=O)Nc1ccc(F)cc1F (stereo not given)
→ -11	-2%	-4	3%	7%	7%	2%	18%
CN1CCN(c2ncnc3sc(-c4ccccc4)cc23)CC1
→ ?	?	-10	-1%	5%	17%	14%	6%
Cc1nnc(Nc2ccccc2)n(N)c1=O
→ 4	4%	0	1%	-2%	-25%	3%	16%
Cc1ccc(C(=O)N2CCOCC2)cc1[N+](=O)[O-]
→ 7	-2%	4	-1%	5%	2%	13%	4%
C=C(C)C1CC=C(C)/C(=N/NC(=O)c2cccs2)C1 (stereo not given)
→ 11	0%	2	-3%	-1%	nt	-4%	11%
COc1ccccc1CNC(=O)c1cn(C)c(=O)c2cc(OC)c(OC)cc12
→ 19	4%	-2	-2%	2%	9%	-1%	-11%
CCN1CCN(C(=S)Nc2ccsc2C(=O)OC)CC1
→ -8	3%	-2	-5%	-19%	29%	8%	-4%
CSC(=S)NCc1cccnc1
→ -2	4%	1	-8%	-16%	-12%	10%	3%
CCOC(=O)[C@]12CCC=C1N(Cc1ccccc1)C(=O)[C@H](CC(=O)N1CCCCC1)C2
→ 0	4%	-10	2%	2%	13%	5%	-11%
O=C(Cn1c(SCc2ccccc2F)nc2ccncc21)Nc1ccccc1C(F)(F)F
→ nt	nt	-11	nt	19%	2%	nt	-19%
COc1ccc(NC(=O)Cn2c(=O)n(-c3ccc(OC)cc3)c(=O)c3ccc(C(=O)NCc4ccc(C)cc4)cc32)cc1
→ nt	nt	4	-14%	16%	-14%	nt	-12%
O=C1C=C(c2ccc3[nH]ccc3c2)C[C@@H](c2ccc(Cl)cc2)C1
→ ?	-9%	1	11%	?	?	2%	-6%
N#Cc1c(N)nc2c(c1-c1ccc3c(c1)OCO3)CCc1ccccc1-2
→ 7	-3%	4	8%	32µM*	-8%	7%	2%
CC(Sc1nccn1C)C(=O)c1c(N)n(C)c(=O)n(C)c1=O (stereo not given)
→ 4	-3%	-10	-1%	5%	-10%	1%	3%
Cc1ccc(NC(=O)CSCC(N)=O)cc1C
→ -10	5%	-3	-1%	-11%	19%	4%	1%

# Retrieved by structure from the entries so far:
# Fields: DRD3 antagonist	EPAC2 antag	D3 ag	aSyn yeast inh	TDP43 rescue	FUS yeast rescue	EPAC2 ag	Abeta rescue
CC(Sc1nccn1C)C(=O)c1c(N)n(C)c(=O)n(C)c1=O (stereo not given)
→ 4	-3%	-10	-1%	5%	-10%	1%	3%
Cc1nnc(Nc2ccccc2)n(N)c1=O
→ 4	4%	0	1%	-2%	-25%	3%	16%
O=C1C=C(c2ccc3[nH]ccc3c2)C[C@@H](c2ccc(Cl)cc2)C1
→ ?	-9%	1	11%	?	?	2%	-6%

# Following part
# Fields: DRD3 antagonist	EPAC2 antag	D3 ag	aSyn yeast inh	TDP43 rescue	FUS yeast rescue	EPAC2 ag	Abeta rescue
Nc1ccc2c(c1)C(=O)c1ccc(Cl)cc1-2
→ 5	5%	-3	9%	20%	-10%	8%	-13%
CC(C)(C)c1ccc2c(c1)OC(C(=O)N/N=C/c1ccc([N+](=O)[O-])o1)CO2 (stereo not given)
→ ?	2%	-10	12%	16%	25%	-8%	4%
Cc1ccc(C(=O)N/N=C\c2ccc(Br)o2)o1
→ -22	1%	-31	-4%	-3%	-12%	14%	7%
CCOC(=O)C(CC(=O)O)=C(c1ccccc1)c1ccccc1
→ 5	12%	12	2%	6%	17%	9%	5%
Fc1ccc(Br)cc1SCCc1ccncc1
→ 0	-16%	-12	-4%	11µM*	-1%	20%	-14%
CCCSC1=NC2(CCN(C(=O)NC3CCCCC3)CC2)N=C1c1ccccc1
→ nt	nt	0	nt	6%	8%	nt	0%
Cc1cc(C)c(S(=O)(=O)c2ccccc2)c(OC(=O)c2c(Cl)cc(Cl)cc2Cl)n1
→ ?	2%	-1	?	25%	21%	11%	28%
Cc1ccc(C(O)c2ncc(-c3ccccc3Cl)[nH]2)c(C)c1 (stereo not given)
→ 5	10%	3	9%	20%	-10%	12%	-7%
Cc1ccccc1-c1nc(CN2CCSCC2)c(C)o1
→ 0	0%	-1	0%	-8%	-10%	10%	-11%
COc1ccc(NC(=O)Nc2cc(F)ccc2C)cc1
→ 6	-2%	-5	-10%	?	-3%	6%	13%
Cc1cccn2c(=O)c3cc(C(=O)NC4CCCCC4C)n(C)c3nc12 (stereo not given)
→ 11	-1%	1	-1%	6%	14%	-2%	1%
Cc1cccc(C(=O)NCc2nnc(SCC(=O)Nc3nnc(C)s3)n2C)c1
→ -13	6%	-11	-1%	-19%	18%	0%	-13%
COc1ccc(OCc2nn[nH]n2)cc1
→ -10	6%	1	0%	21%	-13%	-1%	-9%
Cc1ccc(Cn2c(C(C)Nc3nc(-c4ccc(C)cc4)cs3)nc3cc(Cl)c(Cl)cc32)cc1 (stereo not given)
→ -28	5%	-5	0%	10%	12%	-6%	-21%
O=C(NC(=S)Nc1ccc(S(=O)(=O)NC2CCCCC2)cc1)c1cccs1
→ -17	-8%	12	?	22µM*	?	21%	?
CC(C)(C)c1ccc(CC(=O)N2CCC2(C)C(=O)Nc2cccc3c2CCCC3)cc1 (stereo not given)
→ 14	-15%	4	18%	0%	43%	2%	0%
CC(C)c1cccc(C(C)C)c1NC(=O)c1ccccc1
→ 10	10%	-1	0%	-1%	-8%	-3%	8%
Cc1ccc(C)c(NC(=O)n2ncc3cc(Cl)ccc32)c1
→ nt	nt	5	nt	20%[9.22 µM]	-25%	nt	6%
CCn1c(=O)c2cc(C(=O)N(CCN(C)C)Cc3ccccc3)sc2c2ccccc21
→ nt	nt	-25	nt	-18%	-13%	nt	-14%
Cc1ccc(Cl)cc1NC(=O)c1cc(NC(=O)C2CCCCC2C(=O)O)ccc1N1CCOCC1 (stereo not given)
→ -2	5%	-3	-4%	-7%	?	-1%	4%
CCc1cccc(C)c1Nc1c(-c2cccs2)nc2ncccn12
→ nt	nt	1	nt	22%	-5%	nt	10%
Cc1ccc(SCc2nc(-c3cccnc3)no2)cc1
→ -11	3%	-9	5%	18µM*	8%	16%	-7%
COc1ccc(-c2c(C)nn3c(C(F)(F)F)cc(-c4ccc(C)cc4)nc23)cc1
→ nt	nt	3	nt	1%	-21%	nt	-7%
O=[N+]([O-])c1ccc(COc2ncnc3ccccc23)cc1
→ -20	2%	-18	1%	-2%	25%	5%	-12%
CCN(CCCNC(=O)COc1cc(=O)n(C)c2ccccc12)c1ccccc1
→ 1	-3%	1	nt	9%	-11%	1%	?
CCOC(=O)/C(=N\Nc1ccccc1)P(=O)(c1ccccc1)c1ccccc1
→ -9	-11%	-5	11%	11%	?	14%	-19%
